Screens as filed in PubChem.
zVAD death inh – inhibitors of zVAD-triggered necroptosis, primary screen, L929 cells | L929 zVAD necroptosis rescue, ATP luminescence, 24 h; with zVAD 60 µM | viability rescue, % at 10 µM | 220,000 compounds, 0.38% hits;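 active means activation, scaled between plate controls, above about 75%, limit read from the data; inactive means activation under that limit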;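 further: 0% = zVAD with DMSO and 100% = DMSO alone without zVAD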
EP2 mod – EP2 receptor modulators, cAMP readout, primary screen, cell-based, HTRF cAMP, PGE2 stimulation; induction, % at 25 µM; EP2-expressing cells, cAMP HTRF FRET, PGE2 co-stimulation; 260,000 compounds, 0.83% hits; Prostaglandin E2 receptor EP2 subtype (Homo sapiens), P43116;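 active means compounds whose cAMP rise, as percent of the full-agonist control response, exceeds 60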;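 further: rat C6 glioma line stably carrying human EP2 under a CMV promoter; the protocol text gives 20 µM as final concentration; 100% = response of wells given 1 µM PGE2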
Target sequence (P43116 whole entry, looked up): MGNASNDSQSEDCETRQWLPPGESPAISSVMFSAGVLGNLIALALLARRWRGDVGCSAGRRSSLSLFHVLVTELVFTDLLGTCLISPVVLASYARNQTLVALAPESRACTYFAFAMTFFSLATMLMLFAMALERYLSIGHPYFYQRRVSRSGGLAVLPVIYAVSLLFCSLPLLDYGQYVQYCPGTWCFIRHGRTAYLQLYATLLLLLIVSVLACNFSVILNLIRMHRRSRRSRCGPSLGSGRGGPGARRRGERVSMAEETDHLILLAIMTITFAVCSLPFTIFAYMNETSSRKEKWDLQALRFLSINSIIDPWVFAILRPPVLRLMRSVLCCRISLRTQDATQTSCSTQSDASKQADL
eIF4E-4G inh – eIF4E–eIF4G protein interaction inhibitors, primary screen, biochemical, uHTS, TR-FRET, eIF4GI fragment; 220,000 compounds, 0.37% hits; Eukaryotic translation initiation factor 4E (Mus musculus) + Eukaryotic translation …; TR-FRET eIF4E-eIF4GI(517-606) binding, 2 h; inhibition, % at 21.7 µM;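 active means inhibition above about 30%, limit read from the data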;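 further: 0% = full FRET control wells and 100% = background wells lacking eIF4GI fragment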
Hck-Nef inh – inhibitors of Nef-activated human Hck kinase, primary screen, biochemical, Z-Lyte FRET, 384-well, Hck-YEEI; Tyrosine-protein kinase HCK (Homo sapiens), P08631; Recombinant Hck-YEEI plus Nef, Z-Lyte FRET kinase assay; inhibition, % at 20 µM; 220,000 compounds, 0.68% hits;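 active means Hck-Nef kinase inhibition above about 50%, limit read from the data; inactive means inhibition below that limit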;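 further: 0% = DMSO with Hck plus Nef and 100% = Hck alone without Nef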
Target sequence (P08631 whole entry, looked up): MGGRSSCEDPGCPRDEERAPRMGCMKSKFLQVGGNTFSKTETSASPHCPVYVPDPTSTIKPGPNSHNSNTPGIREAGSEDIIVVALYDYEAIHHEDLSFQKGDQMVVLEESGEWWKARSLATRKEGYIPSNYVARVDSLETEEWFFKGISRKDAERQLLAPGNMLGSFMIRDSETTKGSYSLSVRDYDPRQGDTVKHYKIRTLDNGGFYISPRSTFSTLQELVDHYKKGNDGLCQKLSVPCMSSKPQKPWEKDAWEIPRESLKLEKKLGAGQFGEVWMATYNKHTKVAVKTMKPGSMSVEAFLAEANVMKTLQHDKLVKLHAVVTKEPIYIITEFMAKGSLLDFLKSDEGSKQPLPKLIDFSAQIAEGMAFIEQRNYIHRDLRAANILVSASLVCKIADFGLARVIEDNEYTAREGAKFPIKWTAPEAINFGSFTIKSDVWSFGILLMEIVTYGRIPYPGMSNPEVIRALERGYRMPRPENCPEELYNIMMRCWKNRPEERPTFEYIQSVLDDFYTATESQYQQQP
Rad51 HR inh – human RAD51 strand exchange inhibitors, primary screen, biochemical, fluorescence. inhibition, % at 10 µM. 200,000 compounds, 0.085% hits. hRad51 DNA strand exchange, fluorescence dequenching. DNA repair protein RAD51 homolog 1 (Homo sapiens), Q06609;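 active means inhibition above 40% at the single screening dose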;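 further: 0% = DMSO control wells and 100% = blanks with heterologous ssDNA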
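Read-out basis: percent inhibition relative to plate controls and blanks / Assay system: human Rad51 nucleoprotein filaments preassembled on unlabelled ssDNA / Timing: filaments 15 min 37 °C, then compound 30 min / Control set: per-plate controls and blanks / Technique: fluorescence dequenching at 485/520 nm / Compound: 10 µM final, single point / Also added: Fluorescein- and BHQ1-tagged 47-mer duplex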
Calpain2 inh – inhibitors of pig calpain II, primary screen, biochemical, fluorogenic peptide substrate, 1536-well | inhibition, % at 16 µM | 220,000 compounds, 0.37% hits | purified calpain II, 30 min | AID 1236, 2008;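 active means inhibition above about 50%, limit read from the data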
Tb hexokinase – Trypanosoma brucei hexokinase 1 inhibitors, primary screen, biochemical, G6PDH-coupled NADH absorbance, MLSCN library. hexokinase 1 [Trypanosoma brucei]. recombinant TbHK1, G6PDH-coupled NADH A340. inhibition, % at 10 µM. 220,000 compounds, 0.11% hits. AID 1430, 2008;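 active means inhibition of 50% or more in the single-dose primary screen; inactive means inhibition below 50%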
14-3-3 Bad PPI – inhibitors of 14-3-3 zeta/Bad binding, primary screen, biochemical, TR-FRET, bovine 14-3-3 zeta; AID 781, 2007; TR-FRET 14-3-3zeta/Dy647-pBad peptide displacement, 1 h; 220,000 compounds, 0.71% hits; inhibition, % at 21.7 µM;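 active means inhibition above about 70%, limit read from the data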;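 further: 0% = full 14-3-3 plus peptide FRET controls and 100% = background without 14-3-3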
PGE2 EP2 inh – human EP2 receptor antagonists, primary screen, TR-FRET cAMP, C6 glioma cells; Prostaglandin E2 receptor EP2 subtype (Homo sapiens), P43116; C6 glioma cells expressing human EP2; cells stimulated with saturating PGE2; inhibition, % at 25 µM; 260,000 compounds, 0.52% hits;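 active means percent inhibition above 40 after rounding to a whole number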;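 further: rat C6 glioma host cells with rolipram phosphodiesterase inhibitor present; the protocol text gives 20 µM as final concentration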
Starred values were filed as active, the others as inactive; x = not tested or not shown; & = joins results of further samples; [ ] = remark or other dose.

Start of the data: the first 5 entries as a preview:
SMILES	zVAD death inh	EP2 mod	eIF4E-4G inh	Hck-Nef inh	Rad51 HR inh	Calpain2 inh	Tb hexokinase	14-3-3 Bad PPI	PGE2 EP2 inh
[O-]/C(=C(\C(=S)Nc1cccc2ccccc12)[n+]1ccccc1)c1cccs1	0.1	-7	-5	43	-20	-39	-15	84*	6
O=C(Cn1c(=O)oc2cc(S(=O)(=O)N3CCCC3)ccc21)NCc1ccc(F)cc1	-0.4	-17	2	1	5	-24	-5	-1	11
Cc1cccc(Cn2ccc(NC(=O)c3cccnc3)n2)c1	0.0	-2	-4	10	x	-25	-1	1	3
Cc1nc(-c2ccccc2)sc1C1(C)CC(c2c(Cl)cccc2Cl)=NO1 (stereo not drawn)	-0.4	7	1	19	6	33	-3	1	18
CCC(C(=O)Nc1ccc(C)cc1)c1ccccc1 (stereo not drawn)	0.4	1	1	-3	3	2	3	-8	6

Results, repeating the preview:
SMILES	zVAD death inh	EP2 mod	eIF4E-4G inh	Hck-Nef inh	Rad51 HR inh	Calpain2 inh	Tb hexokinase	14-3-3 Bad PPI	PGE2 EP2 inh
[O-]/C(=C(\C(=S)Nc1cccc2ccccc12)[n+]1ccccc1)c1cccs1	0.1	-7	-5	43	-20	-39	-15	84*	6
O=C(Cn1c(=O)oc2cc(S(=O)(=O)N3CCCC3)ccc21)NCc1ccc(F)cc1	-0.4	-17	2	1	5	-24	-5	-1	11
Cc1cccc(Cn2ccc(NC(=O)c3cccnc3)n2)c1	0.0	-2	-4	10	x	-25	-1	1	3
Cc1nc(-c2ccccc2)sc1C1(C)CC(c2c(Cl)cccc2Cl)=NO1 (stereo not drawn)	-0.4	7	1	19	6	33	-3	1	18
CCC(C(=O)Nc1ccc(C)cc1)c1ccccc1 (stereo not drawn)	0.4	1	1	-3	3	2	3	-8	6
CCN(Cc1cc2cc(OC)ccc2[nH]c1=O)C(=O)Cc1ccc(OC)cc1	0.2	-14	3	0	3	-82	-18	5	10
CCOC(=O)NC(=O)/C(C#N)=N\Nc1cccc(OC)c1	2.6	12	0	9	11	-11	-6	-4	3
CC(=O)c1cn(CC(=O)Nc2ccc(C)c(C)c2)c2ccccc12	2.4	-73&-5	2	10	1	-4	-4	1	12&6
CCOC(=O)c1nnn(-c2nonc2N)c1-c1ccc(C)cc1	0.0	0	11	2	0	7	0	-4	8
CCOc1ccc(-c2nc(-c3cccs3)c(CC(=O)O)s2)cc1OC	3.0	-3	0	2	-2	-138	-19	-9	15
O=C(CCN1C(=O)C2C3C=CC(C3)C2C1=O)N1CCN(c2ccccc2F)CC1 (stereo not drawn)	3.0	-11	3	-2	x	-9	-7	2	x
CCN1C(c2ccccc2)=C(c2ccccc2)S/C1=C/C=C1\SC(=S)N(C)C1=O	-1.6	2	1	6	x	-33	-3	5	x
CCOc1ccc2nc(Cl)c(C3CC(c4ccco4)=NN3S(C)(=O)=O)cc2c1 (stereo not drawn)	-0.3	-6	-1	-23	7	-35	-13	1	8
O=C(CSc1nnc(-c2ccccn2)n1-c1ccccc1)Nc1ccc2c(c1)OCO2	0.1	24	-2	-1	10	5	-5	-5[fluorescence artefact?]	15
CCCOC(=O)c1ccc(NS(=O)(=O)c2cccs2)cc1	0.2	4	3	0	-4	-3	-3	0	11
CN(C)c1ccc(C(=O)N2CCCC2)cc1	0.5	25	0	-16	-12	-13	1	-7	3
O=C(C1CCCO1)N1CCN(C(=S)Nc2ccc(F)cc2)CC1 (stereo not drawn)	-0.1	-14	-1	2	-5	-9	14	-13[fluorescence artefact?]	7
COc1cc(-c2noc(CCC(=O)Nc3cccnc3)n2)cc(OC)c1OC	0.2	-2	0	1	-2	21	54*	5	11
O=C(CSC1=NCCS1)Nc1cccc2ccccc12	-0.3	12	-4	-17	x	20	0	-14	x
CCOC(=O)C(C#N)C(Cc1ccccc1)c1ccco1 (stereo not drawn)	-0.2	4	2	1	0	-13	2	3	6
O=C(CC1SC(N2CCCCC2)=NC1=O)Nc1cccc(C(=O)O)c1 (stereo not drawn)	-0.1	3	-5	0	7	24	5	-16[fluorescence artefact?]	13
CCN(CC)S(=O)(=O)c1ccc(Cl)c(OC)c1	-0.2	38	1[fluorescence artefact?]	-2	0	-8	-7	10[fluorescence artefact?]	9
CCCCCCN(C(=O)CCCCCN1C(=O)NC(c2ccc(-c3ccccc3)cc2)C(C(=O)OCc2ccccc2)=C1C)C(C(=O)NCCCC)C1CCCCC1 (stereo not drawn)	0.6	-7	-2	20	-6	22	16	-5	-3
COc1ccc(CSc2nnc(C)n2N)cc1[N+](=O)[O-]	1.5	-7	-1	17	x	5	-10	5	6

One compound at a time (already shown). Order of screens: zVAD death inh | EP2 mod | eIF4E-4G inh | Hck-Nef inh | Rad51 HR inh | Calpain2 inh | Tb hexokinase | 14-3-3 Bad PPI | PGE2 EP2 inh
CCCCCCN(C(=O)CCCCCN1C(=O)NC(c2ccc(-c3ccccc3)cc2)C(C(=O)OCc2ccccc2)=C1C)C(C(=O)NCCCC)C1CCCCC1 (stereo not drawn) across the screens: 0.6 | -7 | -2 | 20 | -6 | 22 | 16 | -5 | -3
COc1cc(-c2noc(CCC(=O)Nc3cccnc3)n2)cc(OC)c1OC across the screens: 0.2 | -2 | 0 | 1 | -2 | 21 | 54* | 5 | 11
O=C(CSC1=NCCS1)Nc1cccc2ccccc12 across the screens: -0.3 | 12 | -4 | -17 | x | 20 | 0 | -14 | x
CCN(CC)S(=O)(=O)c1ccc(Cl)c(OC)c1 across the screens: -0.2 | 38 | 1[fluorescence artefact?] | -2 | 0 | -8 | -7 | 10[fluorescence artefact?] | 9
CCOC(=O)C(C#N)C(Cc1ccccc1)c1ccco1 (stereo not drawn) across the screens: -0.2 | 4 | 2 | 1 | 0 | -13 | 2 | 3 | 6

(continued)
SMILES	zVAD death inh	EP2 mod	eIF4E-4G inh	Hck-Nef inh	Rad51 HR inh	Calpain2 inh	Tb hexokinase	14-3-3 Bad PPI	PGE2 EP2 inh
CC(=O)OCC(=O)Nc1ccc([N+](=O)[O-])cc1Cl	-0.2	-1	2	3	x	-3	-20	0	2
NC(=O)NOCc1ccc(Cl)cc1Cl	84*	19	1	-8	7	19	-1	4	1
Cc1ccc2c(c1)C1CN(C)CCC1N2C(=O)COc1ccc(N(C)C(=O)C(C)(C)C)cc1 (stereo not drawn)	0.2	-11	-6	-9	7	-28	-5	-8	9
O=C(CCc1ccccc1)NC1CCSC1=O (stereo not drawn)	0.8	5	-6[fluorescence artefact?]	0	-6	-6	-1	11[fluorescence artefact?]	1
CC(C)CSc1nc2ccccc2c(=O)[nH]1	0.8	24	-2	1	2	10	4	0	-11
CS/C(=N\S(=O)(=O)c1ccc(Cl)cc1)c1ccccc1	0.0	57	1	2	-3	0	0	4	7
O=C(Nc1ccccc1Cl)c1ccccc1Cc1ccccc1	0.2	64*	26	4	17	4	5	15[fluorescence artefact?]	0
COc1ccccc1N1CCN(C(=O)c2n[nH]c3ccccc23)CC1	1.6	-78	-3	14	6	-24	0	-5	11
CCCCCC1NC(=O)NC1CCCCCC(=O)O (stereo not drawn)	0.4	-9	-2	0	-4	13	0	6	12
c1coc(CN(Cc2ccco2)c2ncnc3c2oc2ccccc23)c1	-1.0	38	7	14	0	35	-8	68	11
CCOc1ccc(CCNC(=O)C(O)c2ccccc2)cc1 (stereo not drawn)	-0.1	10	-7	1	-13	14	6	-1	18
CC(C)(CO)NC(=O)C12CC3CC(CC(Br)(C3)C1)C2	0.1	-21	-7	18	x	-22	-23	-9	9
C=CC(C)N1C(=O)S/C(=C\c2ccc(N3CCOCC3)cc2C)C1=O (stereo not drawn)	1.1	6	13[fluorescence artefact?]	3	-23	6	25	0	7
Cc1cc(NC(=O)CSc2nnc(-c3ccco3)n2Cc2ccco2)no1	0.0	24	9[fluorescence artefact?]	4	-8	-17	4	0	6
CCOCCCN(C(=O)Cn1nnc(-c2ccc(OC)c(OC)c2)n1)C(CC)C(=O)NC1CCCC1 (stereo not drawn)	-0.5	27	-2	31	2	24	-1	-5	4
CCOc1ccccc1N(CC(=O)Nc1ccccc1C(=O)NCc1ccco1)S(C)(=O)=O	-0.7	-2	-1	6	5	-3	2	4	2
CN(C(=O)COC(=O)c1ccc([N+](=O)[O-])cc1Cl)C1CCCCC1	1.6	-45	5	24	6	-14	-4	-4	2
Cn1cc(CN2CCCC(C(=O)c3cc(F)ccc3F)C2)c2ccccc21 (stereo not drawn)	-0.1	-48	-1	24	-4	-16	13	-11	6
Cc1c(CCOC(=O)c2cc([N+](=O)[O-])ccc2Cl)sc[n+]1CCCCS(=O)(=O)[O-]	-1.5	14	0	-41	0	11	3	7	6
CCc1ccccc1SCc1noc(C(=O)NCC2CCCO2)c1C(=O)O (stereo not drawn)	-0.1	-8	-2[fluorescence artefact?]	-1	0	-19	-6	41	5
Cn1c(=O)oc2cc(S(=O)(=O)NCCCN3CCCC3=O)ccc21	-0.9	12	1	1	10	1	-3	0	8
O=C(Nc1nn[nH]n1)C12CC3CC(CC(C3)C1)C2	0.0	20	0	1	2	31	0	-2	21
CC1(C)N=C(N)N=C(N)N1c1cccc(C(=O)O)c1	-0.5	-1	-4	-1	5	19	-5	-7	2
CCOC(=O)CCc1c(C)c2ccc(OCc3ccc([N+](=O)[O-])cc3)cc2oc1=O	1.4	25	0	10	-8	13	5	6	16
COCCCNC(=S)Nc1cc(C)c(C)cc1C	-0.7	17	-2	22	x	-3	-5	-8	7
CCOC(=O)c1ccc(NC(=O)c2cc(=O)[nH]c3ccccc23)cc1	8.3	-5	7	17	1	-25	-6	-1	6
CCN(C(=O)COC(=O)C1CCN(S(=O)(=O)c2cccs2)CC1)c1ccccc1	2.3	-11	2	1	-8	-3	-4	-9	3
OCCC1CN(Cc2cccnc2)CCN1CCc1ccccc1 (stereo not drawn)	-0.3	23	1	0	x	-16	0	-7	8
CCOC(=O)Cn1nc(-c2ccc(Cl)cc2)cc1N	-0.1	-12	-7	0	6	-18	1	-5	10
CCOc1ccccc1N1CN(Cc2ccccc2)CNC1=S	0.4	-5	2	0	x	-3	-6	-3	10
COc1ccc(CCNC(=O)C2CCN(S(=O)(=O)c3ccc(-n4cnnn4)cc3)CC2)cc1OC	-0.7	-6	3[fluorescence artefact?]	-2	x	-23	-11	-12[fluorescence artefact?]	5

The list is partial; rates above refer to the full screens.
